AI-2 QS mod: Vibrio harveyi AI-2 quorum sensing modulators, primary screen, JMH597 strain, luminescence/OD600 ratio; Vibrio harveyi JMH597 AI-2 luminescence/OD600 ratio, 9 h; hits give low values; strain lacks LuxN and CqsS sensors; 0 = neutral-control median; activity change, % at 7.5 µM; 300,000 tested, 0.4% active; AID 2094, 2009; in the data active means activity change below about -75%, passing the limit was not always enough; inconclusive means no clear call, values can overlap the other calls;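 further: luminescence divided by OD600 gain over 9 h not by final OD600 alone; inactives centre near 13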
HIF activator: HIF pathway transcriptional activators, primary screen, cell-based, U2OS HRE-luciferase, luminescence. 300,000 tested, 0.32% active. activation, % at 7.5 µM (by protocol). U2OS HRE-luciferase reporter; normalized: DMSO 0%, desferrioxamine 100%;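 active means mean activation of at least 10% of the iron chelator positive control signal, with at least half of replicates also reaching 10%; inconclusive means mean and replicate majority disagree about reaching 10%; inactive means mean and most replicates under 10%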
aSyn 5UTR inh: MLPCN primary screen, SNCA 5' untranslated region; alpha-synuclein 5'UTR reporter, inhibitor activity; inhibition, % (tested at 7.5 µM); 300,000 tested, 0.82% active; AID 1813, 2009; in the data active means inhibition above about 60%; inconclusive means no clear call, values can overlap the other calls;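 further: H4 neuroglioblastoma cells stably carrying SNCA 5'UTR luciferase fusion; 0% = DMSO wells and 100% = positive control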
HSF-1 act: HSF-1 activators, primary screen, NIH3T3-HGL cells, MG132 stress, luminescence, single point. NIH3T3-HGL HSF-1 luciferase reporter, 8 h; 100% = twice DMSO control signal. 300,000 tested, 1.7% active. activation, % at 9 µM;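 active means mean replicate activation of at least 50% with a set share of replicates each reaching 50%; inconclusive means only one of those two conditions met; inactive means mean below 50% and too few replicates reaching it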;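 further: 0% = median of the neutral control wells and 100% = twice that signal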
Platelet DG rel: inhibitors of platelet dense granule secretion, primary screen, cell-based, MLPCN, human platelets | human platelet-rich plasma, SFLLRN dense granule ATP release, luminescence | inhibition, %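 (compounds screened at 7.5 µM in platelet-rich plasma)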 | 300,000 tested, 0.22% active;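 active means mean replicate score, as percent of positive control, at or above 50; inconclusive means mean below 50 but at least one replicate at or above 50; inactive means mean and every replicate below 50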
HSF1 inhib: HSF1 inhibitors in luciferase reporter cells, primary screen, cell-based, NIH3T3, luminescence | AID 2098, 2009 | activity change, negative = inhibition, % at 7.5 µM (by protocol) | 300,000 tested, 0.77% active | NIH3T3-HGL HSE-luciferase, MG132-induced, luminescence 8 h; hits give low values;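 active means more than half of replicate wells show activity change below -50%, luminescence cut by over half; inconclusive means some wells, but at most half, below -50%; inactive means no replicate well below -50%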;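 further: luciferase reports HSF-1 transcriptional activity via heat shock element; 0% = median of DMSO wells and -100% = zero luminescence signal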
KLF5 inh: KLF5 expression inhibitors, primary screen, DLD-1 cells, luminescence; AID 1700, 2009; inhibition, % at 5 µM; 290,000 tested, 0.23% active; DLD-1 KLF5 promoter-luciferase reporter;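 active means inhibition above a per-plate limit of that plate's mean compound inhibition plus 3 SD, cut at about 60% in these data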;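 further: 0% = DMSO wells and 100% = LY294002 at 200 µM; higher means less KLF5 promoter-driven luciferase light; inactives centre near -14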
IEC-6 cytotox: cytotoxicity in IEC-6 intestinal epithelial cells, primary screen, cytotoxicity control for KLF5 inhibitor project, cell-based, luminescence; IEC-6 cytotoxicity, luminescence viability; 290,000 tested, 0.78% active; inhibition, % at 5 µM; in the data active means inhibition above about 22%;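 further: 0% = plate median of test compound wells and 100% = cytotoxic reference compound wells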
HDAC3 inhib: HDAC3 deacetylase inhibitors, primary screen, biochemical, fluorescence, cell-free homogeneous; Histone deacetylase 3 (Homo sapiens), O15379; recombinant HDAC3, fluorogenic peptide/trypsin coupled; inhibition, % at 8.3 µM; 320,000 tested, 0.15% active; AID 2718, 2010; in the data active means inhibition above about 26%, passing the limit was not always enough; inconclusive means no clear call, values can overlap the other calls
Target sequence (O15379 whole entry, looked up): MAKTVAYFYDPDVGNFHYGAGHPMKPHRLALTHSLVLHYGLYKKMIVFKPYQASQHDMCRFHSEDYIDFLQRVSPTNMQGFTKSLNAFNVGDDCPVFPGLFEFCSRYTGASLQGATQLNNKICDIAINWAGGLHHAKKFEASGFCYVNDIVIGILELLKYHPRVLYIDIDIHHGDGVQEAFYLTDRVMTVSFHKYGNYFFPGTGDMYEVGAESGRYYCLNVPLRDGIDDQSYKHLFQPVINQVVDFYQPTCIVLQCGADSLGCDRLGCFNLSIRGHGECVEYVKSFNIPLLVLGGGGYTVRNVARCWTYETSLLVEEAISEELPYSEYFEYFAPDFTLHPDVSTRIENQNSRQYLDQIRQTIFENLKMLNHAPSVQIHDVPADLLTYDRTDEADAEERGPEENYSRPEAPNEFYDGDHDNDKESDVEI
HSP90 inh: HSP90 inhibitors, primary screen, cell lysate, luminescence; Rabbit reticulocyte lysate, luciferase refolding luminescence, 3 h; AID 1789, 2009; Heat shock protein HSP 90 (rabbit reticulocyte lysate; luciferase refolding); 290,000 tested, 0.91% active; inhibition, % at 5.6 µM;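 active means inhibition above the screen-wide mean plus 3 SD, computed separately per campaign, cut at about 16% in these data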;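 further: 0% = DMSO wells and 100% = 60 µM geldanamycin wells; inhibitors lower the luminescence because luciferase stays unfolded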
* = called active by the depositor; ? = inconclusive; . = not tested or not shown.

molecule	AI-2 QS mod	HIF activator	aSyn 5UTR inh	HSF-1 act	Platelet DG rel	HSF1 inhib	KLF5 inh	IEC-6 cytotox	HDAC3 inhib	HSP90 inh
C=CCCCCCCCC(=O)OC	0	-0.3	-5	-2	-1	-3	2	3	-2	2
C=CCn1c(CCNC(=O)c2cccs2)nnc1SCC(=O)c1ccc(Cl)cc1	30	-0.7	25	2	-3	-2	-23	5	.	0
[N-]=[N+]=CC(=O)C(O)(c1ccccc1)C(Cl)c1ccccc1 (stereo not drawn)	-11	-0.3	?	7	-1	-7	.	.	-3	.
O=C(N/C(=C/c1cccs1)C(=O)N1CCOCC1)c1ccccc1	23	-0.6	15	1	0	2	-6	-7	.	-1
COc1ccc(N2CCN(C(CNC(=O)C(=O)NCc3cccs3)c3ccco3)CC2)cc1 (stereo not drawn)	5	0.4	-17	-2	-25	1	2	0	-6	-2
COc1ccc(CCn2c(C)ccc2C)cc1OC	-5	-0.2	0	-7	-3	0	-19	-1	1	2
Cc1cccc(C(=O)c2cnc3ccccc3c2-c2ccccc2)c1	17	-0.5	39	10	5	0	-23	6	-3	1
O=C(Nc1nc2ccccc2s1)C1CC(=O)N(c2ccccc2)C1 (stereo not drawn)	10	0.9	12	-4	-6	-3	1	0	2	1
COCCCNC(=O)c1ccc(C2SCC(=O)N2Cc2ccco2)cc1 (stereo not drawn)	16	0.7	5	-4	-1	-5	-32	-6	0	-2
O=C(CN1C(=O)CCC1=O)Nc1ccc2c3c(cccc13)CC2	28	0.0	-7	0	1	2	10	-3	-4	2
O=C(NCc1ccco1)c1ccc2c(c1)CCO2	25	-0.2	-3	29	-1	0	-4	2	-5	4
Cc1nc2ccc([N+](=O)[O-])cc2c(=O)n1Cc1ccc([N+](=O)[O-])cc1	5	-0.3	17	3	7	-2	-47	-1	12	1
O=C(NC1CC2CCC(C1)N2Cc1ccccc1)c1ccccc1Cl (stereo not drawn)	14	-0.3	-3	2	.	-5	-26	3	-10	0
COC(=O)c1cc(OC)c(OC)cc1NC(=O)Cc1ccccc1[N+](=O)[O-]	8	0.3	13	27	5	3	-14	-3	4	-1
CC1(C)Cc2nc3sc4c(=O)n(Cc5ccccc5)cnc4c3cc2CS1	24	0.5	2	19	13	13	-15	-12	6	-4
Cc1ccc(Nc2nc(COC(=O)COc3ccc(C=O)cc3)cs2)cc1	32	-0.4	-107	3	1	-7	-42	-2	1	1
COc1ccc2nc(SCC(=O)Nc3ccc(S(=O)(=O)N4CCCC4)cc3)c(C#N)cc2c1	16	-0.2	-6	10	-18	-5	0	-7	1	1
CCCc1cc(=O)oc2cc(OCC(=O)NC3CCN(Cc4ccccc4)CC3)ccc12	4	-0.5	-6	3	-4	-3	-29	-1	-4	-1
COc1ccc(Cc2nnnn2CC(=O)O)cc1	15	-0.3	-1	-17	11	-11	8	-2	-2	-4
Cc1ccc(C(=O)NCC(c2ccco2)N2CCOCC2)cc1 (stereo not drawn)	0	1.5	-10	12	3	0	.	.	-7	.
COCCN1CCN(C(=O)c2ccc3c(c2)S(=O)(=O)c2ccccc2C3=O)CC1	4	0.2	-18	7	-2	-8	.	.	-6	.
COc1cc(C(=O)Nc2c(C)cc(C)cc2C)c(-n2cnnn2)cc1OC	15	-0.4	0	-31	-1	-14	-16	5	-3	1
CN(CCCC1CCCC1)C(=O)c1cc(COc2ccc(F)c(F)c2)on1	5	-0.2	12	-1	-2	6	5	6	2	2
C=CCn1c(SCc2ccc(C#N)cc2)nnc1-c1ccc(C)cc1	15	-0.5	22	24	-2	10	7	0	-6	-1
CCOc1ccc(CCNC(=O)C(C)n2nc(C)n3c(cc4occc43)c2=O)cc1OCC (stereo not drawn)	33	0.1	29	1	-27	-7	4	1	2	7
O=C(/C=C/c1ccco1)NCc1ccccn1	17	0.0	-2	12	7	5	8	-4	6	-4
Cc1c(C#N)c2ccccc2n1C	18	-0.1	15	16	-7	-4	13	2	1	2
COc1ccccc1C(=O)Nc1ncc2c(n1)CC(c1ccco1)CC2=O (stereo not drawn)	16	-0.1	27	.	-3	.	0	2	9	2
CCOc1ccc(-n2nc3c(=S)[nH]nc(C)c3c2C)cc1	19	-0.4	15	-2	-3	-9	12	-6	4	1
COc1ccc(Oc2ccc3c(C(F)(F)F)cc(C(F)(F)F)nc3n2)cc1	31	-0.6	39	4	-3	-13	-13	-4	3	1
COc1ccc(C)cc1NC(=S)Nc1ccccc1SC	10	0.1	-6	7	-1	7	4	3	4	-2
Cc1oc(-c2ccc(F)cc2)cc1-c1nn2c(-c3ccoc3C)nnc2s1	25	0.7	1	-2	14	0	.	.	6	.
Nc1c(C(=O)c2ccc(F)cc2)oc2ccccc12	-3	1.1	-137	3	14	1	-45	11	-4	-1
Cn1c(/C=N/O)nc2ccccc21	6	-0.3	-7	3	3	-3	-8	0	-37	3
CCCCCn1c(SCC(=O)OC)nc2c1c(=O)[nH]c(=O)n2C	17	-0.2	-19	3	-12	3	-48	-9	6	0
CCn1c(NCc2ccc(OC)cc2)nc2ccccc21	18	0.8	-46	10	-4	7	-38	2	1	1
COc1cc(OC)cc(C(=O)N/N=C2/SCC(=O)N2Cc2ccco2)c1	14	-0.5	14	5	-9	6	-6	-4	0	-4
S=C(NCc1ccco1)Nc1ccc(Oc2ccccc2)cc1	-14	-0.2	-8	-13	6	9	-16	6	5	2
CC(=O)c1sc2nc(SCC(=O)NCCc3ccccc3)[nH]c(=O)c2c1C	14	0.4	0	-6	7	-3	-31	0	-6	-3
O=C(O)CCN1CCc2ccccc2C1c1cccs1 (stereo not drawn)	13	-0.2	2	-7	8	4	-31	-3	2	-1
O=C(c1ccc(Cl)cc1)C(CN1CCCC1)c1ccccc1 (stereo not drawn)	35	-12	-155	23	-3	2	-48	14	-2	-3
CCc1ccc(CNC(=O)C2CC(=O)N(C3CCCC3)C2)cc1 (stereo not drawn)	-14	0.5	10	-4	-13	-2	-5	-1	-1	4
Cc1ccc(OC(=O)c2ccc([N+](=O)[O-])cc2Cl)cn1	36	2.0	1	-1	0	6	0	4	-2	5
CC(=O)NCc1ccc(C(=O)CSc2nnc(-c3ccncc3)n2Cc2ccccc2)o1	11	-0.1	-11	-3	-3	2	-11	-1	-2	0
Cc1ccc(C(=O)N2CCC3(CC2)Oc2ccc(Cl)cc2C(=O)C32CC(c3cccnc3)=NO2)s1 (stereo not drawn)	19	-0.8	23	-30	6	-18	.	.	8	.

A draw from above in order of SMILES length, high to low.
molecule	AI-2 QS mod	HIF activator	aSyn 5UTR inh	HSF-1 act	Platelet DG rel	HSF1 inhib	KLF5 inh	IEC-6 cytotox	HDAC3 inhib	HSP90 inh
CC(=O)NCc1ccc(C(=O)CSc2nnc(-c3ccncc3)n2Cc2ccccc2)o1	11	-0.1	-11	-3	-3	2	-11	-1	-2	0
CCCc1cc(=O)oc2cc(OCC(=O)NC3CCN(Cc4ccccc4)CC3)ccc12	4	-0.5	-6	3	-4	-3	-29	-1	-4	-1
COc1ccc(Oc2ccc3c(C(F)(F)F)cc(C(F)(F)F)nc3n2)cc1	31	-0.6	39	4	-3	-13	-13	-4	3	1
COc1cc(C(=O)Nc2c(C)cc(C)cc2C)c(-n2cnnn2)cc1OC	15	-0.4	0	-31	-1	-14	-16	5	-3	1
CC1(C)Cc2nc3sc4c(=O)n(Cc5ccccc5)cnc4c3cc2CS1	24	0.5	2	19	13	13	-15	-12	6	-4
CCCCCn1c(SCC(=O)OC)nc2c1c(=O)[nH]c(=O)n2C	17	-0.2	-19	3	-12	3	-48	-9	6	0
O=C(CN1C(=O)CCC1=O)Nc1ccc2c3c(cccc13)CC2	28	0.0	-7	0	1	2	10	-3	-4	2
O=C(NC1CC2CCC(C1)N2Cc1ccccc1)c1ccccc1Cl (stereo not drawn)	14	-0.3	-3	2	.	-5	-26	3	-10	0
Cc1ccc(C(=O)NCC(c2ccco2)N2CCOCC2)cc1 (stereo not drawn)	0	1.5	-10	12	3	0	.	.	-7	.
S=C(NCc1ccco1)Nc1ccc(Oc2ccccc2)cc1	-14	-0.2	-8	-13	6	9	-16	6	5	2
O=C(/C=C/c1ccco1)NCc1ccccn1	17	0.0	-2	12	7	5	8	-4	6	-4
Cc1c(C#N)c2ccccc2n1C	18	-0.1	15	16	-7	-4	13	2	1	2
C=CCCCCCCCC(=O)OC	0	-0.3	-5	-2	-1	-3	2	3	-2	2

Additional results follow.
molecule	AI-2 QS mod	HIF activator	aSyn 5UTR inh	HSF-1 act	Platelet DG rel	HSF1 inhib	KLF5 inh	IEC-6 cytotox	HDAC3 inhib	HSP90 inh
C/C(NCCN1CCOCC1)=C(\C#N)C(N)=O	-5	0.4	-10	-8	-7	-6	-7	2	-6	2
CCc1cc2cccc(C)c2nc1SCC(=O)N1CCN(C(=O)c2ccco2)CC1	22	-0.3	26	3	2	8	27	-4	8	-4
O=C(c1cccnc1)N1CCC(c2nc3ccccc3[nH]2)CC1	16	0.3	5	-10	1	4	-2	3	.	-1
O=S(=O)(/N=C(/Nc1cccc2ccccc12)c1ccc(F)cc1)c1ccccc1	34	1.6	11	34	-4	13	-15	0	1	0
CC(Sc1nnc(-c2ccccc2)c(-c2ccccc2)n1)C(=O)Nc1ncc(Cl)cc1Cl (stereo not drawn)	17	-0.5	26	26	-2	1	-25	-3	4	-2
O=C(Nc1ccc(Cl)c(Cl)c1)N1CCSC1c1ccco1 (stereo not drawn)	16	-0.6	-32	-8	-5	9	-17	3	4	3
Cc1nnc(SCC(=O)N2c3ccccc3CC2C)s1 (stereo not drawn)	23	-1.0	-3	14	4	8	9	-3	0	1
CCC(=O)Nc1sc2c(c1C(N)=O)CCC2	2	0.0	4	20	-9	-5	-19	-6	-4	1
COCc1c(C(=O)Nc2ccc(Cl)cc2F)oc2ccccc12	11	2.8	-116	13	6	13	11	-9	-1	-7
O=C(O)CCNS(=O)(=O)c1ccc(Oc2ccccc2)cc1	53	-0.6	33	-13	-3	-4	-3	4	3	1

Assay outcomes as filed in PubChem.

Rows are unselected; overall some 5% were active at least once.
